Screens as filed in PubChem BioAssay.
FUS suppressor: FUS proteinopathy suppression in yeast | S. cerevisiae FUS-expressing, growth rescue, OD600, 24 h | Potency, µM (highest dose often 76.6 µM), for inactives: at the highest dose growth rescue (activation), usual class: activators | 0.24% of 390,000 active;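 further: potency means the concentration at half of the fitted maximal effect; plate controls were DMSO vehicle for no effect and reference control for full effect; nearly all actives have a fitted effect of over 55% in size; some results filed as inactive show a strong effect at the top dose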
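Yeast expressing FUS under galactose induction, OD 0.005 in 2% galactose medium; compounds in a dilution series, 24 h at 30C. Growth rescue by absorbance at 600 nm; CP55940 positive control, DMSO negative.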
GLP-1R inv ag: inverse agonists of human GLP-1 receptor | P43220 | HEK293 GLP-1R CRE-luciferase, luminescence, 24 h; GLP-1R form is constitutively active | Potency, µM (highest dose often 38.3 µM), for inactives: at the highest dose activity change, negative = inhibition, actives largely listed as inhibitors | 1.6% of 410,000 active | AID 624417; further: potency means the concentration at half of the fitted maximal effect; on the % scale 0 is the no-effect control and ±100 the full control effect; nearly all actives have a fitted effect of over 55% in size
Target sequence (P43220 whole entry, looked up): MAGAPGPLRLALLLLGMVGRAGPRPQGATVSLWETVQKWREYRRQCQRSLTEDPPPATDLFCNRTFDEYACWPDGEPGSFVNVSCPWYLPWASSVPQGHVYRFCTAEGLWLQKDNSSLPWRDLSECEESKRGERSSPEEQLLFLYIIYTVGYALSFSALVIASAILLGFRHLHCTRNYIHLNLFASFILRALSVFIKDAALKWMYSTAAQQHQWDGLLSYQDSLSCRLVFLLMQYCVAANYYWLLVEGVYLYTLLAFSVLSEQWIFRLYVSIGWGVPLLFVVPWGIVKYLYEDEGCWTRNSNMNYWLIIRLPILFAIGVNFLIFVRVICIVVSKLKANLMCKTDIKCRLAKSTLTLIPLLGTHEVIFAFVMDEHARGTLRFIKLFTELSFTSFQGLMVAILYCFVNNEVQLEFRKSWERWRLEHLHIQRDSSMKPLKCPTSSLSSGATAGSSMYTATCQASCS
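Assay principle: reduced luminescence from a cAMP-responsive reporter in HEK293 cells co-expressing a constitutively active GLP-1R. Conditions: 24 hr compound incubation, 37 deg C, 5% CO2.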
PTHR1 agonist: activates the human parathyroid hormone receptor PTHR1 | HEK293 GP2 PTHR1 cells, GloSensor cAMP luminescence, 1 h | 0.075% of 410,000 active | Q03431 | Potency, µM (series often up to 115 µM), inactives show top-dose activation, usual class: activators; further: potency means the concentration at half of the fitted maximal effect; nearly all actives have a fitted effect of over 55% in size; some results filed as inactive show a strong effect at the top dose; inactives centre near -15; many of its hits are not listed in these tables
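HEK-293-derived GP2 cells expressing PTHR1 and a GloSensor cAMP reporter, 3,000/well, plated overnight, given luciferin plus IBMX (each 0.5 mM as added) for 1 h at 37 °C, then compound for 1 h at 37 °C. Luminescence was read after 15 min at room temperature.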
MmCpn inh: blocks the Methanococcus maripaludis chaperonin Mm-Cpn; AID 504842; 0.031% of 330,000 active; Potency, µM (series often up to 76.9 µM), for inactives: at the top dose activity, negative = inhibition, hits mostly inhibitors; purified Mm-Cpn ATPase, ADP Transcreener TR-FRET; further: potency means the concentration at half of the fitted maximal effect; on the % scale 0 is the no-effect control and ±100 the full control effect; nearly all actives have a fitted effect of over 80% in size
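Measured: ADP formation by purified Mm-CPN. Conditions: 25 nM protein, 10 uM ATP, Tris pH 7.4 with Mg2+, K+ and DTT, 37°C for 30 min. Detection: Transcreener HTRF after 30 min at room temperature.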
TDP43 rescue: inhibitors of TDP-43 toxicity in yeast. TDP-43 expressing yeast growth rescue, BacTiter-Glo, 24 h. Potency, µM (doses to about 46.1 µM), inactives show at the highest dose growth rescue (activation), most hits filed as activators. 1.8% of 410,000 active; further: potency means the concentration at half of the fitted maximal effect; % of control where 0% means no effect; nearly all actives have a fitted effect of over 50% in size
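Yeast expressing TDP-43 (pregrown in raffinose, seeded at OD600=0.02 in galactose medium) exposed to compounds 24 hr at 30 deg C. Growth read by BacTiter-Glo luminescence; rescue of toxicity appears as increased signal.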
Abeta yeast res: compounds reversing amyloid beta toxicity in yeast. yeast expressing A-beta42, growth rescue, OD600, 48 h; response scale: 0% DMSO, 100% iron-clioquinol control. Potency, µM (series often up to 46.1 µM), for inactives: top-dose growth rescue, actives largely listed as activators. 0.063% of 410,000 active; further: potency means the concentration at half of the fitted maximal effect; nearly all actives have a fitted effect of over 55% in size
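Yeast growth medium received pinned compounds, then yeast cells expressing toxic A-beta were added; plates incubated at 30 C for 48 hr. Growth read as absorbance at 600 nm, normalized to DMSO and equimolar FeCl3 plus clioquinol controls.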
GLP1R cytotox: cytotoxicity in counter-screen for GLP-1R inverse agonists. HEK293 cAMP-luciferase reporter cells, luminescence, 24 h. Potency, µM (highest dose often 38.3 µM), for the others: at the highest dose activity change, negative = inhibition, actives largely listed as inhibitors. 0.13% of 410,000 active;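 further: loss of luciferase light is scored as toxicity; potency means the concentration at half of the fitted maximal effect; on the % scale 0 is the no-effect control and ±100 the full control effect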
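MLSMR compounds, 24 hr on cells at 37 deg C/5% CO2; luminescence after luciferase reagent (12 min RT). Inhibition counted as the undesired cytotoxic outcome.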
pAkt inh: blocks phosphorylation of Akt; 0.32% of 360,000 active; Neuro2A IGF-stimulated pAkt S473 HTRF, 20 min; hits give low values; AID 651550; activity change, % for hits at 50 µM; in the data active means activity change below about -80%; inconclusive means mostly about -51% to -80%; further: on the % scale 0 is the no-effect control and ±100 the full control effect
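Neuro2A cells (4,500/well, DMEM with 0.5% FBS) were treated with compound at a single 50 µM final concentration, stimulated with 6 nM IGF for 20 min at 37 °C, and lysed. Phospho-Akt Ser473 was read by HTRF as 665/615 ratio ×10^4.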
aSyn yeast inh: inhibitors of alpha-synuclein toxicity in yeast; Yeast expressing alpha-synuclein, growth rescue, BacTiter-Glo, 24 h; Potency, µM (doses to about 46.1 µM), for the others: at the highest dose growth rescue (activation), usual class: activators; 0.14% of 370,000 active; AID 652106; further: potency means the concentration at half of the fitted maximal effect; % of control where 0% means no effect; nearly all actives have a fitted effect of over 65% in size
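Screening used galactose-induced yeast with toxic alpha-synuclein levels, exposed to compound for 24 hr at 30 deg C. Cell growth, read with BacTiter-Glo luminescence, gave the measured signal.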
* hit, by the source's call; i = inactive; ? = inconclusive; · = not tested or not shown; [ ] = remark or other dose. Unless noted, the call rests on the fitted dose curve; in most records, active means well fitted curve in the direction sought with a large enough effect; inconclusive means small, poorly fitted or top-dose-only effect, or another doubt; inactive means no such curve, though single readings can be large; an effect the other way counts as inactive or inconclusive.

Molecule | FUS suppressor | GLP-1R inv ag | PTHR1 agonist | MmCpn inh | TDP43 rescue | Abeta yeast res | GLP1R cytotox | pAkt inh | aSyn yeast inh
N#Cc1cccc(NC(=O)Nc2cccs2)c1 | 21% | ? | i | 1% | -8% | 4% | 4% | i | -1%
COc1ccc(CCNC(=O)CN(c2cc(OC)ccc2OC)S(=O)(=O)c2ccccc2)cc1 | 19% | -3% | i | -2% | 1% | 6% | -15% | i | 3%
NC(=O)NC(=O)C(Nc1ccc(N2CCCCC2)cc1)c1ccccc1 (stereo not given) | 19% | -23% | -4% | 1% | -15% | 24% | 36%[activator] | i | 3%
C#CC(C)(CC)NC(=O)c1cnn2c(C(F)F)cc(-c3ccccc3OC)nc12 (stereo not given) | -28% | 8% | -27% | · | 4% | -6% | 66%[activator] | · | ·
C=CCOC(=O)/C(=C\c1ccc(OC)cc1)NC(=O)c1ccco1 | · | -5% | i | 1% | 13% | 0% | 11% | i | -6%
O=C(NCC1CCCO1)c1cccc(F)c1 (stereo not given) | 7% | 7% | 24%[57.5 µM] | 2% | -8% | 16% | 5% | i | 0%
CCOc1ccc(S(=O)(=O)Nc2cccc(C(=O)N(C)CC(=O)Nc3cccc(OC)c3)c2)cc1 | 15% | -16% | -21% | 2% | 18% | 1% | 1% | i | 0%
COc1ccc(C(=O)Oc2cc(/C=N/NS(=O)(=O)c3ccccc3)ccc2OC)cc1 | 0% | -24% | i | -1% | 28% | 3% | -1% | i | 2%
Cc1c(NC(=O)Nc2ccccc2C(F)(F)F)sc2nc3n(c(=O)c12)CCC(C)CC3 (stereo not given) | 4% | -30% | -17% | · | ? | -2% | -4% | · | ·
CC(=O)c1ccccc1NC(=O)CSCc1nc2sc(C)c(C)c2c(=O)[nH]1 | 16% | 12% | -16% | 0% | -27% | -3% | 7% | i | -1%
COc1cc(NC(=O)C/C(C)=N/NC(=O)C(=O)NC2CCCCC2)c(OC)cc1Cl | 15% | 7% | -22% | -3% | 25% | 16% | -8% | i | 6%
CCOc1ccc(C2C(=O)N(C3CCCCCC3)CC(=O)N2Cc2ccc(C)cc2)cc1OC (stereo not given) | ? | -29% | i | · | -5% | 1% | -2% | · | ·
Cc1cc(C)c2c(=O)[nH]c(SCc3ccccc3)nc2n1 | 7% | 58%[activator] | i | 1% | 0% | 7% | 6% | i | 0%
CCOC(=O)c1c(C)[nH]c(C(=O)NNC(=O)c2ccc(C(C)(C)C)cc2)c1C | ? | ? | -6% | 2% | 2% | 16% | -15% | i | -1%
CC(NC(=O)COC(=O)C1CCN(c2ccc(C(F)(F)F)cn2)CC1)c1ccc(F)cc1 (stereo not given) | 38% | -2% | -24% | 0% | 4% | ? | 6% | i | 23%
CCOc1ccc(C(=O)Nc2ccc(-n3nncc3-c3ccccc3)cc2)cc1OCC | ? | -19% | -39%[inhibitor] | · | -5% | -6% | ? | · | ·
CC(C)N1CCC(N2CCN(CCCn3cccn3)CC2CCO)CC1 (stereo not given) | -18% | 17% | -21% | -2% | -6% | -5% | 0% | i | 0%
Cc1noc(C)c1C(=O)N1CCC1(C)C(=O)NS(=O)(=O)c1cccc(OC(F)F)c1 (stereo not given) | -8% | 12% | i | · | 10% | -12% | 7% | i | -2%
CSc1nnc([C@@H](NC(=O)OC(C)(C)C)C(C)C)o1 | 29% | 3% | 0%[57.5 µM] | -1% | 10% | -10% | 1% | i | -7%
c1ccc(-c2c[n+]3c(n2-c2ccccc2)CCC3)cc1 | 8% | -20% | i | 1% | -8% | 9% | -11% | i | 0%
CCN(CC)C(=O)N1CCn2c(nc3ccccc32)C1 | 16% | 4% | -20%[57.5 µM] | 1% | -16% | 0% | -5% | i | -7%
COc1cc2c(cc1NC(=O)c1ccco1)CCCC2 | -4% | 0% | i | 0% | ? | -44%[inhibitor] | 5% | i | -3%
O=C(c1n[nH]c(=O)c2ccccc12)N1CCN(Cc2ccc3c(c2)OCO3)CC1 | 24% | -9% | -30% | -5% | -20% | -11% | -4% | i | -6%
Cc1c(CN2CCCC(C(=O)c3cccc(OC(C)C)c3)C2)c(=O)n(-c2ccccc2)n1C (stereo not given) | -11% | ? | i | -3% | -10% | -6% | -15% | i | 0%
COC1CCCN(Cc2cn(C)nc2-c2ccc(Oc3ccccc3)cc2)C1 (stereo not given) | 13% | ? | -17% | 1% | · | 3% | -1% | i | -1%
CCn1cc(C(=O)NCc2ccncc2)c(=O)c2cc(F)c(N3CCN(C(=O)c4ccco4)CC3)cc21 | 17% | 2% | -13% | 1% | -11% | 0% | -30% | i | 2%
CS(=O)(=O)N(CC(=O)NC1CCCCC1)Cc1ccc(F)cc1 | -1% | -1% | 1% | 2% | 0% | -13% | -2% | i | -2%
C=CCN1C(=O)CS/C1=N\S(=O)(=O)c1ccc(Cl)cc1 | · | 9% | -13% | 1% | -12% | -10% | -3% | i | 11%
O=C1C(=O)N(C2CCNCC2)CCN1Cc1ccccc1 | -11% | 0% | i | · | 20% | -1% | 6% | · | ·
COC(=O)c1ccc2[nH]c(CO)c(-c3ccccc3)c2c1 | 13% | -26% | -1% | -1% | -6% | 10% | -8% | i | 0%

The results go on.
Below each compound: FUS suppressor | GLP-1R inv ag | PTHR1 agonist | MmCpn inh | TDP43 rescue | Abeta yeast res | GLP1R cytotox | pAkt inh | aSyn yeast inh
COc1ccc(C(=O)C2CCCN(Cc3ccc4nonc4c3)C2)c(C)c1 (stereo not given)
 : -13% | ? | -29% | 1% | -6% | -2% | 8% | i | -1%
O=C(NCc1ccccc1)c1ccc2c(=O)n3c(nc2c1)CCCCC3
 : 26% | -26% | -35%[inhibitor] | 2% | 2% | 9% | -5% | i | 3%
CCCCCCN1C[C@H](n2cc(-c3ccc(F)cc3)nn2)[C@@H](O)C[C@@H]1c1ccccc1
 : -1% | -19% | -15% | · | 0% | 2% | 3% | i | ?
CCN(CC)S(=O)(=O)c1ccc(N2CC(C(=O)NCCC3=CCCCC3)CC2=O)cc1 (stereo not given)
 : 24% | -8% | -12% | 1% | 15% | 8% | 4% | i | 6%[1.84 µM]
NCC1C2CCC(O2)C1CO (stereo not given)
 : -11% | 18% | i | · | 15% | -5% | -13% | i | -7%
CCOC(=O)Cn1c(=O)oc2cc(S(=O)(=O)N3CCCc4ccccc43)ccc21
 : ? | -31% | -79%[inhibitor] | -7% | 6% | -17% | 6% | i | 21%
COc1ccc(S(=O)(=O)NCCc2sc(-c3cccnc3)nc2C)cc1
 : 1% | -11% | i | · | 17% | -13% | 4% | · | 0%
CCc1ccc(N2CC(C(=O)NC3CCCCC3C)CC2=O)cc1 (stereo not given)
 : 16% | -2% | -17% | -1% | -17% | -13% | 19% | i | 0%
CNc1nc(N2CCc3ccccc32)ncc1F
 : 4% | 65%[activator] | -26%[57.5 µM] | 0% | 12% | 2% | -4% | i | -1%
Cc1cccc(NC(=O)C(C)Sc2nc3nc(C)cc(C)n3n2)c1 (stereo not given)
 : 10% | 14% | -3% | 0% | 15% | -6% | 10% | i | -13%
CC(C)(C)NC(=O)C(c1ccncc1)N(C(=O)Cn1nnc(-c2ccc(F)cc2)n1)c1ccc(F)cc1 (stereo not given)
 : · | -4% | -10% | 1% | 10% | 5% | 20% | i | 4%
Cc1ccc2nsnc2c1NC(=O)c1cncc(Br)c1
 : 10% | -7% | -14% | 0% | -21% | -11% | -7% | i | -9%
Cc1cc(OCC(=O)OCC(=O)N(C)c2c(N)n(Cc3ccccc3)c(=O)[nH]c2=O)ccc1Cl
 : 8% | 21% | -21% | -4% | 5% | -11% | 10% | i | 1%
COc1ccc(NC(=O)CN2CC(C)OC(C)C2)cc1Cl (stereo not given)
 : -24% | 9% | i | 1% | 4% | 0% | -8% | i | 6%
O=C(Cn1sc2ccccc2c1=O)Nc1ccc(Cl)cc1
 : 17% | -24% | i | · | 18% | 22% | -23% | i | 6%

These rows are one share of the data, so the mix of outcomes need not match the whole.
